High-throughput results (PubChem BioAssay)
Efa HMGR inh = inhibitors of class II HMG-CoA reductase from Enterococcus faecalis; inhibition, % at 10 µM; purified E. faecalis HMGR, NADPH absorbance 340 nm kinetic; hit rate 0.41% among 190,000; AID 1066;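 active = inhibition above a set limit, the median over all tested compounds plus 3 SD, cut at about 9.5% in these data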;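 also: enzyme runs in reverse so mevalonate oxidation gives rising NADPH absorbance; 0% = complete reaction with DMSO and 100% = background rate lacking mevalonate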
TNAP act hiacc = increases human TNAP activity under high phosphate acceptor concentration. purified TNAP, CDP-star luminescence, 1 M DEA, 30 min; active compounds read high; 0 = EDTA background, 1 = DMSO-only activity. P05186. 200,000 tested, under 10 active. AID 1136. activation factor at 20 µM;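 active = activation factor at least 2 at 20 µM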
Target sequence (P05186 whole entry, looked up): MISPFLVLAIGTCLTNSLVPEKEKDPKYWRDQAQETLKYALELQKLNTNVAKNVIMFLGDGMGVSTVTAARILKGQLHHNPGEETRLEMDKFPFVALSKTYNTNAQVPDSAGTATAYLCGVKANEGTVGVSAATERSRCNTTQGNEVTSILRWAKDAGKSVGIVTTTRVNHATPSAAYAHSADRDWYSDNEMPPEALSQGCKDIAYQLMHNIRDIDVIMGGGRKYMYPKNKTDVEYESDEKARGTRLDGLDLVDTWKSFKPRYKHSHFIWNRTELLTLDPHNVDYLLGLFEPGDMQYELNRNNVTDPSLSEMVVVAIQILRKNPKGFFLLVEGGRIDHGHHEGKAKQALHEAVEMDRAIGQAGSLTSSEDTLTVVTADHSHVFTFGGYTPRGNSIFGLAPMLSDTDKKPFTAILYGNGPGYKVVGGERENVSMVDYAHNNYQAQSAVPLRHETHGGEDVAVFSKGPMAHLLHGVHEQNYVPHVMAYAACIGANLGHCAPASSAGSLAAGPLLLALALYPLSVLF
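Assay system: human TNAP; Input: enzyme diluted 1/800 final; Reagent: CDP-star luminogenic substrate at 100 µM final; Timing: 30 min, room temperature; Signal: luminescence; Evaluation: TNAP activation factor scaled between EDTA and DMSO control wells.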
PPARg SRC3 recr = promotes SRC-3 coactivator recruitment by human PPARgamma. activation, % at 8 µM. hit rate 0.26% among 200,000. P37231. biochemical PPARgamma/SRC-3 coactivator recruitment assay. AID 731; in the data active = activation above about 23%;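 also: 0% = DMSO and 100% = reference agonist; some compounds past the cut are filed as inactive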
Target sequence (P37231 whole entry, looked up): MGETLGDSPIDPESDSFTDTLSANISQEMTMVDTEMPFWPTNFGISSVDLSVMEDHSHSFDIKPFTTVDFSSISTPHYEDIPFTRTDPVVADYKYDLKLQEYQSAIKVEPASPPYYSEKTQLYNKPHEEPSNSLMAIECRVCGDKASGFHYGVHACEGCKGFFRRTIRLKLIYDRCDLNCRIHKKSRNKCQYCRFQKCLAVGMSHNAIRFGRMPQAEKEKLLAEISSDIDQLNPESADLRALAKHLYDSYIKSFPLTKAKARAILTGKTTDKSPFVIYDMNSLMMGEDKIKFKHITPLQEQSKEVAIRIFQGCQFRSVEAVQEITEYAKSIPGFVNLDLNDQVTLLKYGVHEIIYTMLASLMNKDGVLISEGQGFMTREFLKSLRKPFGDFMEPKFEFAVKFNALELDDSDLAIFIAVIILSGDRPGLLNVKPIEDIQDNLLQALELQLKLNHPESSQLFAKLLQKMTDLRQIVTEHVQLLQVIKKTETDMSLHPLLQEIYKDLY
PPARg SRC-1 ag = promotes SRC-1 coactivator recruitment by human PPARgamma; AID 631; PPARgamma-SRC-1 coactivator recruitment biochemical assay; P37231; activation, % at 8 µM; hit rate 0.41% among 200,000; in the data active = activation above about 19%;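 also: 0% = DMSO and 100% = reference agonist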
bIAP activator = increases bovine intestinal alkaline phosphatase activity; activation factor at 20 µM; purified bovine IAP, CDP-star luminescence, 30 min; active compounds read high; fold of DMSO-control signal, blank-subtracted; hit rate 0.17% among 200,000; AID 1016;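 active = activation factor of 2 or more at 20 µM, a signal rise over negative controls twice the positive control's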
PPARg SRC2 recr = agonists of SRC-2 recruitment by human PPARgamma. AID 1032. activation, % at 8 µM. PPARgamma LBD-SRC-2 recruitment, biochemical. hit rate 0.34% among 200,000. P37231; in the data active = activation above about 22%;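 also: 0% = vehicle and 100% = reference agonist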
SRC2 TRFRET art = flags TR-FRET format artefacts in PPARgamma SRC-2 recruitment agonist screen. TR-FRET ratio at 8 µM. AID 1049. TR-FRET artefact counter-screen; active compounds read high. hit rate 0.4% among 200,000; in the data active = TR-FRET ratio above about 2000; also: inactives centre near 1500
TNAP inh no acc = TNAP (human) inhibition, acceptor-free conditions. P05186. purified TNAP, CDP-star luminescence, 30 min. inhibition, % at 20 µM. hit rate 0.26% among 200,000. AID 1012;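 active = tissue-nonspecific alkaline phosphatase inhibition above about 50% at 20 µM in the single-dose screen, limit read from the data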;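 also: 0% = DMSO negative control and 100% = EDTA positive control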
bIAP inhibitor = blocks bovine intestinal alkaline phosphatase activity; purified bovine IAP, CDP-star luminescence, 30 min; inhibition, % at 20 µM; 190,000 tested, under 10 active;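 active = over 50% inhibition of intestinal alkaline phosphatase at 20 µM in the single-dose screen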
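Assay system: bovine IAP enzyme; medium: DEA buffer 100 mM, pH 9.8, with MgCl2 1.0 mM, ZnCl2 0.02 mM; doses: 20 µM single dose; incubation: enzyme reaction for 30 min at room temperature; detection: CDP-star luminescence signal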
TNAP inh hiacc = inhibitors of human TNAP at high phosphate acceptor concentration. purified TNAP, CDP-star luminescence, 1 M DEA. AID 1135. hit rate 0.03% among 200,000. inhibition, % at 20 µM;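 active = over 50% inhibition of tissue-nonspecific alkaline phosphatase at 20 µM in the single-dose screen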;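 also: plate controls were DMSO wells for no effect and EDTA-quenched wells as full inhibition for full effect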
The depositor's hits bear a star; · = not tested or not shown. Compounds were not picked by outcome; any-hit rate near 1.6%.

Values run as follows: Efa HMGR inh, TNAP act hiacc, PPARg SRC3 recr, PPARg SRC-1 ag, bIAP activator, PPARg SRC2 recr, SRC2 TRFRET art, TNAP inh no acc, bIAP inhibitor, TNAP inh hiacc
COc1ccc(C2CC(c3ccccc3)=NN2C(=O)COC(=O)COc2ccccc2)cc1 (stereo not given)
 : -2, 1, -1, 6, 1, 9, 1624, -8, 0, -1
O=C(COc1ccccc1-c1ccccc1)NCCN1C(=O)S/C(=C\c2cccnc2)C1=O
 : -4, 1, 5, 0, 1, 3, 1593, -10, 3, 1
CC(C(=O)Nc1cccnc1)C1Sc2ccccc2NC1=O (stereo not given)
 : -2, 1, -5, -3, 1.1, -10, 1493, -6, -5, -5
Cc1cc(C)cc(N(CCC#N)C(=O)CSC2=Nc3ccccc3C3CC=NN23)c1 (stereo not given)
 : 6, 1.1, -1, 5, 1.1, 2, 1733, -17, -9, -5
CSc1nc(C)cc(-n2ccc(=O)[nH]c2=O)n1
 : 5, 1.1, 2, 1, 1, 4, 1718, -12, 2, -5
Cc1c(NC(=S)NC(=O)c2ccco2)cccc1-c1nc2ncccc2o1
 : -6, 1, -1, 2, 1.1, -3, 1178, 1, -11, -2
Cc1sc2ncnc(N=Nc3c(O)[nH]c4ccccc34)c2c1C
 : -9, 0.9, 5, 6, 1, 1, 1657, 7, 0, 11
CCSc1nnc(NC(=O)C2CCCCC2C(=O)O)s1 (stereo not given)
 : 0, 1, 2, 2, 1, 1, 1672, -8, 3, -3
Cc1ccc(C(=O)NC(=S)NCC2CCCO2)cc1[N+](=O)[O-] (stereo not given)
 : 1, 1, 3, 1, 0.9, -4, 1485, -6, 13, -2
CC(C)=CC(=O)Nc1nnc(-c2cccnc2)s1
 : -3, 1.1, -4, 3, 1, 0, 1574, 2, 0, -6
COc1ccc(OC)c(N(CC(=O)NCCSc2ccccc2)S(C)(=O)=O)c1
 : -1, 1.1, 9, -1, 1, -2, 1337, 0, 0, -6
CCCCc1cc2c(c(NC(C)=O)n1)c(=O)oc1ccccc12
 : -8, 1, 10, 2, 0.8, 1, 1536, -5, 22, -3
O=C(O)c1cccc(-n2cccc2/C=C2/NC(=O)N(c3ccc(Cl)cc3)C2=O)c1
 : 10*, 1, 3, 8, 1, 9, 1672, -3, -3, 4
COc1ccccc1C(=O)NC(=S)Nc1ccc(N2CCCC2)cc1
 : -6, 1, -1, -4, 0.8, 4, 1593, 0, 15, 2
Cc1ccc(NC(=O)c2cnccn2)c(OC(F)F)c1
 : 1, 1, 14, 1, 1, 2, 1464, 2, 5, -1

More results follow:
Values run as follows: Efa HMGR inh, TNAP act hiacc, PPARg SRC3 recr, PPARg SRC-1 ag, bIAP activator, PPARg SRC2 recr, SRC2 TRFRET art, TNAP inh no acc, bIAP inhibitor, TNAP inh hiacc
O=C(O)/C=C/C(=O)NNC(=O)c1cc(-c2ccccc2)n[nH]1
 : -3, 1, 3, 5, 0.8, 8, 1607, 49, 20, 2
COc1ccc(CCNC(=O)c2ccncc2)cc1OC
 : 0, 1, 9, 0, 0.9, -2, 1585, -3, 9, -2
CCc1nnc(SCc2ccc(OC(C)C)cc2)n1N
 : -5, 1, -2, 2, 1, -6, 1502, -8, 2, -3
O=C(O/N=C\c1ccc(N2CCOCC2)c([N+](=O)[O-])c1)c1ccccc1Cl
 : 0, 1, 2, 6, 1, 0, 1493, -2, 2, 1
Cc1cc(C)c(NC(=O)CSc2nc(COc3ccccc3)nc3ccccc23)c(C)c1
 : -4, 1, 13, 14, 0.9, 10, 1416, -2, 10, -4
CCc1cc(C(=O)OC)c(NC(=O)CC2SC(N)=NC2=O)s1 (stereo not given)
 : -4, 1, 1, 4, 1.2, 1, 1600, -21, -19, -3
c1csc(-c2csc(-c3cccs3)n2)c1
 : -1, 1, 7, 16, 0.8, 8, 1741, 4, 19, -4
CC(C)c1onc(C(=O)NCCc2ccccc2)c1[N+](=O)[O-]
 : 2, 1, 3, 2, 1.1, 1, 1554, -2, -9, -1
N#Cc1c2c(c(-n3cnc4ccccc43)n3c1nc1ccccc13)CCC2
 : -1, 1.1, -11, 3, 1, -1, 1494, -2, 4, -10
Cc1csc(SCC(=O)NCc2cccc(Cl)c2)n1
 : -2, 1, -4, 0, 1.1, -8, 1318, -8, -5, 2
CC(C)NC(=O)N(O)C1N(Cc2ccc3c(c2)OCO3)C(=S)SC1(C)C (stereo not given)
 : -7, 1.1, 11, 5, 1, 5, 1870, -6, 4, -7
C[C@H](NC(=O)c1nc[nH]c1C(=O)N[C@@H](Cc1ccccc1)C(=O)OCc1ccccc1)c1ccccc1
 : -3, 1, 1, 9, 1, 5, 1515, -6, -3, -1
CC(C)(C)C1CCc2onc(C(=O)Nc3cccc(O)c3)c2C1 (stereo not given)
 : -1, 1, 4, 4, 0.7, 5, 1432, -2, 34, -1
COC(=O)NC1(C(F)(F)F)NC(=O)N(C2CCCCC2)C1=O (stereo not given)
 : -5, 1, 10, -2, 1, 5, 1738, 2, 2, -3
Cc1cc(NC(=O)c2ccc(Br)c(S(=O)(=O)N3CCCC3)c2)no1
 : 2, 1, -7, 3, 1, 2, 1610, -7, -1, -2

Part of the list above in order of formula weight, lowest first.
Values run as follows: Efa HMGR inh, TNAP act hiacc, PPARg SRC3 recr, PPARg SRC-1 ag, bIAP activator, PPARg SRC2 recr, SRC2 TRFRET art, TNAP inh no acc, bIAP inhibitor, TNAP inh hiacc
CCc1nnc(SCc2ccc(OC(C)C)cc2)n1N
 : -5, 1, -2, 2, 1, -6, 1502, -8, 2, -3
Cc1csc(SCC(=O)NCc2cccc(Cl)c2)n1
 : -2, 1, -4, 0, 1.1, -8, 1318, -8, -5, 2
CC(C)(C)C1CCc2onc(C(=O)Nc3cccc(O)c3)c2C1 (stereo not given)
 : -1, 1, 4, 4, 0.7, 5, 1432, -2, 34, -1

Structures listed so far that bear a hit mark in Efa HMGR inh.
canonical_smiles,Efa HMGR inh,TNAP act hiacc,PPARg SRC3 recr,PPARg SRC-1 ag,bIAP activator,PPARg SRC2 recr,TNAP inh no acc,bIAP inhibitor,TNAP inh hiacc
O=C(O)c1cccc(-n2cccc2/C=C2/NC(=O)N(c3ccc(Cl)cc3)C2=O)c1,10*,1,3,8,1,9,-3,-3,4

Next section:
Values run as follows: Efa HMGR inh, TNAP act hiacc, PPARg SRC3 recr, PPARg SRC-1 ag, bIAP activator, PPARg SRC2 recr, SRC2 TRFRET art, TNAP inh no acc, bIAP inhibitor, TNAP inh hiacc
Cc1cc2nncn2c2ccccc12
 : -5, 1.1, 3, 0, 1, -2, 1455, -4, 3, -8
CN(C)c1nc(NCc2ccccc2)nc(N/N=C/c2cccc(Br)c2)n1
 : -3, 1, -3, 4, 1, 0, 1645, -7, 2, -4
CCCCCn1c(CN2CCCCC2CC)nc2c1c(=O)n(C)c(=O)n2C (stereo not given)
 : ·, 1.1, 1, 5, 1, 7, 1451, 0, -1, -7
CSc1ncccc1C(=O)OCC(=O)C(C)(C)C
 : 1, 1.1, -2, 0, 1.1, 1, 1678, -5, -10, -5
O=C(c1ccc(CNS(=O)(=O)c2cccc(Cl)c2)cc1)N1CCCC1
 : 7, 1.1, -1, 6, 1, 6, 1573, -14, -1, -6
CN(C)c1ccc(Cl)cc1N
 : -4, 1, 0, 5, 0.9, 3, 1674, -68, 6, -4
CC(C)(C)[C@@H]1C=C(C(=O)N2CCOCC2)O[C@H](OCc2ccc(CO)cc2)C1
 : -1, 1.1, -6, 7, 1.2, 1, 1472, -6, -17, -6
CCSc1nnc(N)s1
 : -3, 1.1, -3, 1, 0.9, 1, 1588, -21, 10, -10
O=C(NCCCn1ccnc1)C(=O)NCC1OCCCN1S(=O)(=O)c1ccccc1 (stereo not given)
 : 4, 1, 4, -2, 1, 9, 1598, 0, 1, -1
Cc1ccc(-n2c(CSc3nc(C)cc(C)n3)n[nH]c2=S)cc1
 : -1, 1, 7, 13, 0.9, 5, 1710, -3, 13, -5
CCOc1ccc(C(=O)NC(Cc2ccccc2)C(=O)OC)cc1 (stereo not given)
 : -4, 1, -6, -7, 1, 6, 1446, -9, -1, -1
CCNS(=O)(=O)c1cc(S(C)(=O)=O)ccc1Cl
 : -2, 1, 8, 0, 0.9, 3, 1593, -6, 8, -1
COc1ccc(/C=C2\CCCC3C2=NN(C(=O)c2scnc2C)C3c2ccc(OC)cc2)cc1 (stereo not given)
 : 8, 1.1, 0, 1, 1, -1, 1716, 0, -4, -6
CCc1cccc(NC(=O)C2CCCC2)c1
 : 0, 1, 7, -2, 0.9, 3, 1565, -12, 9, -4
Cc1nc(CSc2nnc3scc(-c4ccccc4)n23)cs1
 : -1, 1, 6, 1, 0.9, 0, 1444, -11, 5, -4

(listing goes on)
Values run as follows: Efa HMGR inh, TNAP act hiacc, PPARg SRC3 recr, PPARg SRC-1 ag, bIAP activator, PPARg SRC2 recr, SRC2 TRFRET art, TNAP inh no acc, bIAP inhibitor, TNAP inh hiacc
CC(=O)Nc1ccc(NC(=O)C(=O)c2cn(CC(=O)N3CCCCC3)c3ccccc23)cc1
 : 0, 1, 4, 0, 1.2, -6, 1589, -6, -16, 0
C=CCN1CC(c2nc3ccccc3n2Cc2ccccc2)CC1=O (stereo not given)
 : 2, 1, -5, 4, 1, 1, 1480, -8, -5, 0
COc1ccc(N)cc1-n1cnnn1
 : -3, 1, 7, 12, 1, -3, 1430, -11, -3, -3
CSc1nc(SCC(=O)NC(c2ccccc2)c2ccccc2)c2c3c(sc2n1)CN(C)CC3
 : -3, 1.1, 4, 8, 0.9, 8, 2069*, -15, 14, -8
Cc1ccc(OCC(=O)NNC(=O)CCC(=O)NCc2ccccc2)cc1
 : -3, 1, -7, -2, 1, -3, 1561, -12, 0, 0
COc1ccccc1C1/C(=C(/O)c2ccc(C)cc2)C(=O)C(=O)N1Cc1ccco1 (stereo not given)
 : 1, 1, -2, 11, 1, -4, 1514, 0, 4, 5
Cc1cc(N2CCCC(C(=O)Nc3ccc4c(c3)CCC4)C2)n2ncnc2n1 (stereo not given)
 : -1, 1, 1, 16, 1.2, 7, 1558, -11, -18, -3
CN1CCN(/C=N/c2sc3c(c2C#N)CCCCC3)CC1
 : 1, 1, -5, -3, 1, -1, 1312, -6, 0, 0
CCN(CC)CCNc1nc2c(c(=O)n(C)c(=O)n2C)n1C/C=C(/C)Cl
 : -5, 1, -4, 1, 1, -1, 1570, -14, -2, -4
Fc1ccccc1NC(=S)N/N=C/c1ccccc1Br
 : 0, 1, -1, -6, 0.9, 0, 1520, -7, 15, -3
CCc1nc(SCC(=O)Nc2ccccc2C(=O)OC)n[nH]1
 : -3, 1, -2, 0, 1.3, 7, 1547, 0, -29, 5
COc1cc(Cl)c(C)cc1NC(=O)COC(=O)/C=C/c1c(C)nn(C2CCS(=O)(=O)C2)c1Cl (stereo not given)
 : -1, 1.1, 2, 4, 0.8, 9, 1586, -7, 15, -7
CCCc1n[nH]c(=O)[nH]1
 : -7, 1.1, 7, 5, 1, 4, 1548, -15, 5, -8
